Source: PubChem BioAssay (National Center for Advancing Translational Sciences (NCATS))
NPC1 promoter act – NPC1 promoter activation. Potency, µM (highest dose often 9.22 µM), for inactives: at the top dose activation, usual class: activators. actives 2.4% (n = 320,000). Huh7 NPC1 promoter luciferase reporter, 24 h. AID 485313;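 note: potency is the fitted concentration of half-maximal effect; % of control where 0% means no effect; nearly all actives have a fitted effect of over 60% in size; reporter is driven by a mutant NPC1 promoter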
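NPC1 promoter–luciferase Huh7 cells; 24 h compound; luminescence.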
FLuc counter – counter-screen for miR-21 project: firefly luciferase inhibitors or activators. purified FLuc, Km substrates, luminescence inhibition. P08659. actives 6.9% (n = 360,000). Potency, µM (series often up to 57.5 µM), inactives show at the highest dose activity change, negative = inhibition, usual class: inhibitors;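 note: potency is the fitted concentration of half-maximal effect; plate controls were vehicle for no effect and reference inhibitor for full effect; nearly all actives have a fitted effect of over 55% in size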
Target sequence (P08659 whole entry, looked up): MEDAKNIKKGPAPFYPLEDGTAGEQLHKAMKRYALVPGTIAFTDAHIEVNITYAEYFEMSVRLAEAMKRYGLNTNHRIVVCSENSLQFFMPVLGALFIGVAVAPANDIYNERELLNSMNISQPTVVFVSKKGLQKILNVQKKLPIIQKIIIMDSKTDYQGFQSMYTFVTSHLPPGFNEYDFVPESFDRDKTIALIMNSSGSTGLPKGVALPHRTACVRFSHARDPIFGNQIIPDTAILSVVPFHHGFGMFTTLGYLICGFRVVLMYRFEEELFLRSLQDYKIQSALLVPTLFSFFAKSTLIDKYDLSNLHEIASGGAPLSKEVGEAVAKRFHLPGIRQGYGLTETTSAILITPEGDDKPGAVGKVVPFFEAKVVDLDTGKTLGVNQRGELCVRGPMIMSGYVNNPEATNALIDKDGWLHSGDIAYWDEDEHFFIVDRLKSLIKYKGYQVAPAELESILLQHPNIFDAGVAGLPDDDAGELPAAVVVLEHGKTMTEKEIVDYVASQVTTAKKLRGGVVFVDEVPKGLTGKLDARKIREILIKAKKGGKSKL
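Purified P. pyralis luciferase (10nM final) with 10uM D-luciferin and 10uM ATP (Km levels) in 50mM Tris acetate pH 7.5, 10mM Mg acetate, 0.01% Tween-20, 0.05% BSA; qHTS 6-point titration, ~60 µM downward; luminescence read.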
VP16 counter – counter-screen for ROR gamma inhibitors: Gal4-VP16 reporter. Potency, µM (series often up to 53.6 µM), for the others: top-dose activity, negative = inhibition, actives largely listed as inhibitors. actives 3.5% (n = 310,000). AID 2546. Drosophila S2 Gal4-VP16 UAS-luciferase, luminescence, 20 h;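 note: Gal4-VP16 expression switched on by copper sulfate through the metallothionein promoter; potency is the fitted concentration of half-maximal effect; % is set by controls: 0 for no effect and ±100 for the full control effect; nearly all actives have a fitted effect of over 50% in size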
ELG1 DNA repair – inhibitors of ELG1-dependent DNA repair in HEK293T cells; HEK293T ELG1-luciferase reporter, luminescence, 16 h; DNA damage induced by 5-fluorouridine; Potency, µM (top dose mostly 46.1 µM), for the others: top-dose activity change, negative = inhibition, usual class: inhibitors; actives 2.3% (n = 330,000); AID 504467; note: potency is the fitted concentration of half-maximal effect; % is set by controls: 0 for no effect and ±100 for the full control effect; nearly all actives have a fitted effect of over 55% in size
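Step one: seed 2,000 cells per well. Step two: pin-transfer compound or DMSO alongside 5-fluorouridine. Step three: incubate 16 hr, 37 °C, 5% CO2. Step four: add ONE-Glo, wait 30 min, read luminescence.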
BRCA1 expr act – BRCA1 expression activation. MCF7-BRCA1-FFLuc reporter, luminescence, 48 h; response scale: scaled: vehicle 0%, 10 µM genistein 100%. Potency, µM (top dose mostly 46.1 µM), without a hit: top-dose activation, most hits filed as activators. actives 1.1% (n = 380,000). AID 624202; note: potency is the fitted concentration of half-maximal effect; nearly all actives have a fitted effect of over 80% in size; some results filed as inactive show a strong effect at the top dose
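Using MCF7 cells harboring a BRCA1 firefly luciferase reporter, plated 2 h before compound pinning, the screen measured luminescence after 48 h incubation. Responses were normalized to DMSO and 10 microM genistein, then fitted for concentration-effect.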
TRPV1 ag – agonists of human vanilloid receptor 1 (TRPV1). Q8NER1. TRPV1-expressing cells, Fluo-8 calcium influx, agonist mode. AID 540275. actives 0.19% (n = 320,000). activation, % at 8.33 µM; in the data active = activation above about 80%; inconclusive = between about 30% and that limit; note: 0% is about no effect
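Cells expressing TRPV1 were dye-loaded with Fluo-8 and read kinetically: 10 s baseline, 3 min after compound (agonist portion), then 2 min after EC20 capsaicin (allosteric enhancer portion). Calcium-bound dye fluorescence at 480/520 nm.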
ELG1 genotoxic – genotoxicity induction in ELG1-luciferase HEK293T cells. HEK293T ELG1-luciferase reporter, luminescence, 16 h. Potency, µM (highest dose often 46 µM), for inactives: at the highest dose activity change, positive = activation, most hits filed as activators. actives 1.3% (n = 330,000); note: potency is the fitted concentration of half-maximal effect; % of control where 0% means no effect; nearly all actives have a fitted effect of over 60% in size
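HEK293T cells expressing luciferase-tagged ELG1 were exposed to compound or DMSO vehicle for 16 hr at 37 °C and 5% CO2. Luciferase activity was then measured with ONE-Glo after 30 min at room temperature.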
RORg inh – ROR gamma (mouse) transcription inhibition; P51450; Drosophila S2 Gal4-RORgamma UAS-luciferase reporter, 20 h; Potency, µM (titrated, usually from 53.6 µM), for the others: top-dose activity change, negative = inhibition, hits mostly inhibitors; actives 5.4% (n = 310,000); AID 2551; note: potency is the fitted concentration of half-maximal effect; % is set by controls: 0 for no effect and ±100 for the full control effect; nearly all actives have a fitted effect of over 60% in size
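Drosophila Schneider cells stably carrying a metallothionein-driven Gal4 DBD–ROR gamma fusion and a UAS-Photinus luciferase reporter were exposed to compound for 1 hr, then induced with copper sulfate (700 uM final) for 20 hr at ambient temperature before luminescence reading.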
Rab9 prom act – Rab9 promoter activation; Huh7 Rab9 promoter-luciferase reporter, luminescence, 24 h; Potency, µM (highest dose often 9.22 µM), without a hit: top-dose activation, negative = inhibition, hits mostly activators; actives 2.8% (n = 320,000); AID 485297; note: potency is the fitted concentration of half-maximal effect; % of control where 0% means no effect; nearly all actives have a fitted effect of over 60% in size
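Stable Rab9-luc Huh7, 1500 cells/well, 2 h settle; cmpd in DMSO, 24 h, 37 °C/5% CO2; luciferase reagent 10 min RT; luminescence.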
Tb PFK block – inhibitors of T. brucei phosphofructokinase. Potency, µM (top dose mostly 57.5 µM), for the others: at the top dose activity, negative = inhibition, hits mostly inhibitors. T. brucei PFK, ADP-Glo luminescence. AID 485367. O15648. actives 0.17% (n = 330,000);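 note: potency is the fitted concentration of half-maximal effect; 0% = uninhibited 1x PFK enzyme wells and -100% = no-enzyme wells; nearly all actives have a fitted effect of over 60% in size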
Target sequence (O15648 whole entry, looked up): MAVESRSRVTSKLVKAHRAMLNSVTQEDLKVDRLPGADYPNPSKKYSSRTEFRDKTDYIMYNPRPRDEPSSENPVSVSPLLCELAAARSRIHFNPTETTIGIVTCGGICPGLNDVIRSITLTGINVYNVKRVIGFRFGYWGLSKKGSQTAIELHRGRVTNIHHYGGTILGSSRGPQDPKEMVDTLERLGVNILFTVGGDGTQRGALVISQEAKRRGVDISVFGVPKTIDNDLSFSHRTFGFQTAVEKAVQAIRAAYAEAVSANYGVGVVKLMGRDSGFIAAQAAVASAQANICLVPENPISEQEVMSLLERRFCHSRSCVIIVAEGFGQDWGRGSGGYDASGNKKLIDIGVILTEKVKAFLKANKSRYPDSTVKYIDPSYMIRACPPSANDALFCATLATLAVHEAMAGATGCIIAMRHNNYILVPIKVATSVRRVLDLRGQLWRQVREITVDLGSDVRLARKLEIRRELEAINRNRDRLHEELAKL
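Luminescent ADP detection (ADP-Glo, two-step: ATP depletion then ADP-to-ATP conversion for luciferase) reported PFK activity after 45 min room-temperature reaction of 1.25 nM enzyme with 0.5 mM F6P and 0.1 mM ATP at pH 8.0.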
p53 reactivation – restores transcriptional activity of mutant p53 | H1299 p53-A138V BP100-luciferase reporter, luminescence, 24 h | Potency, µM (doses to about 92.2 µM), inactives show top-dose activity change, positive = activation, most hits filed as activators | actives 0.063% (n = 320,000) | AID 504706; note: potency is the fitted concentration of half-maximal effect; % of control where 0% means no effect; nearly all actives have a fitted effect of over 45% in size
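p53-null H1299 cells stably carrying temperature-sensitive p53-A138V and a BP100-luciferase reporter were pinned with compounds (4-point, 1:5 series) and held 24 hrs at 37 deg C. Luminescence was read 10 min after detection reagent.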
Numbers without * were called inactive; ? = inconclusive; . = no result given; & = joins results of further samples; [ ] = dose if it differs, or a comment. Unless noted, calls come from the whole dose curve; as a rule, active = well fitted curve in the direction sought with a large enough effect; inconclusive = small, poorly fitted or top-dose-only effect, or another doubt; inactive = no such curve, though single readings can be large; an effect the other way counts as inactive or inconclusive.

SMILES	NPC1 promoter act	FLuc counter	VP16 counter	ELG1 DNA repair	BRCA1 expr act	TRPV1 ag	ELG1 genotoxic	RORg inh	Rab9 prom act	Tb PFK block	p53 reactivation
C=CCNc1sc(C(=O)c2ccc(Br)s2)c(N)c1C#N	2%	1%	-8%	15%	-5%	6	-1%	-2%	2%	0%	0%
N#C/C(=N\Nc1ccc(Cl)cc1)C(=N)N1CCCCCC1	0.4µM*	0.95µM*	-12%	?	?	?	1.8µM*	?	0.32µM*	-4%	8%
COc1ccccc1/C=N/n1nnnc1N	-3%	-9%	-5%	?	18%	-4	5%	2%	-2%	5%	-2%
CC(C)c1cc(C(=O)N2CCCC(Nc3ccc(F)c(F)c3)C2)nc(N)n1 (stereo not given)	-1%	4%	-1%	6%	0%	6	-1%	3%	-7%	0%	-3%
O=C(CCc1nnc(CCCc2ccccc2)o1)NCC(F)(F)F	-1%	?	-22%	?	53%	1	11%	-5%	14%	0%	13%
CC1Cc2ccccc2N1C(=O)COC(=O)CSc1ccc(F)cc1 (stereo not given)	-5%	3%	.	-1%	-29%	11	0%	.	2%	1%	2%
CSc1nnc(-c2ccc(F)cc2)o1	-3%	-14%	-2%	?	20%	-1	9%	3%	7%	-4%	?
COc1ccc(NC(=O)c2cc([N+](=O)[O-])ccc2N2CCN(C)CC2)cc1	-2%	1%	-17%	?	12%	0	3%	-4%	1%	2%	6%
O=C(Nc1nc2ccccc2s1)c1ccc(OCC2CCCO2)cc1 (stereo not given)	3.2µM*	0.76µM*	?	?	-72%[inhibitor]	3	?	-111%	0.4µM*	-5%	28µM*
O=C(Cn1cnnn1)NCc1ccccc1	1%	3%	-24%	9%	-13%	-1	-4%	-20%	-4%	-9%	-1%
CCn1c(COc2ccc(C)cc2)nnc1SCC(=O)Nc1ccc(S(N)(=O)=O)cc1	3%	1%	1%	-4%	-3%	-1	4%	12%	5%	-1%	7%
CCOC(=O)NC(=O)/C(C#N)=C/c1ccc(N(C)C)cc1	-4%	?	-13%	0%	30%	16	11%	?	15%	0%	9%
COC(=O)C1CCN(C(=O)COC(=O)c2ccc3[nH]c4c(c3c2)CCCC4)CC1	-5%	2%	.	-5%	-7%	2	0%	.	-7%	-1%	7%
CC(NC(=O)c1ccc(-c2cc(C(F)(F)F)ccc2Cl)o1)c1ccccc1 (stereo not given)	0%	-1%	-1%	8%	-16%	?	-6%	0%	2%	-1%	-2%
Cc1cccc(NC(=O)CNC(=O)N2CC(=O)Nc3ccccc32)c1C	-3%	0%	7%	9%	-5%	-2	-1%[9.26 µM]	-5%	0%	-6%	-5%
O=S(=O)(Nc1ncn[nH]1)c1ccc(Cl)cc1	14%	2%	-15%	13%	-10%	2	-3%	-5%	12%	5%	-1%
COc1ccc(CCNC(=O)COc2ccc(S(=O)(=O)NCC(C)C)cc2Cl)cc1OC	1%	-1%	-1%	?	-9%	1	-2%	2%	1%	7%	-8%
O=C(CN1C(=O)c2ccccc2S1(=O)=O)NC1CC2CCC1C2 (stereo not given)	10%	-1%	-4%	?	0%	0	9%	-5%	10%	-3%	26%
Nc1ccc(CN2CCOCC2)cc1	-11%	-7%	-9%	13%	-2%	-6	6%	-12%	0%	3%	0%
COc1ccc(CNC(=O)C2CCN(S(=O)(=O)c3cccc(C(F)(F)F)c3)CC2)cc1	-1%	2%	.	2%	-4%	24	2%	.	1%	4%	2%
COc1cc(/C=C/C(=O)OCC(=O)NC(=O)NCc2ccco2)ccc1OC(F)F	.	.	.	-19%	-5%	.	-2%	.	.	?	4%
Cc1ccc(S(=O)(=O)C(CCC(=O)c2ccc(Cl)cc2)C(N)=O)cc1 (stereo not given)	-1%	1%	-5%	2%	-7%[1.84 µM]	0	0%	24%	0%	-2%	-3%
COc1cc(C(=O)NC(C)Cc2cccs2)cc(OC)c1OC (stereo not given)	-2%	1%	1%	1%	22%	6	2%	26%	1%	6%	0%
CCOC(=O)CCn1nc(-c2ccc(C)cc2)c2ccccc2c1=O	-3%	-14%&0%	-18%	1%	-14%	20	0%	14%	-6%	0%	1%
NS(=O)(=O)c1ccc(NC(=O)c2cc(=O)c3ccccc3o2)cc1	-1%	-1%	-1%	8%	-72%	-1	2%	7%	0%	1%	18%

The list continues.
SMILES	NPC1 promoter act	FLuc counter	VP16 counter	ELG1 DNA repair	BRCA1 expr act	TRPV1 ag	ELG1 genotoxic	RORg inh	Rab9 prom act	Tb PFK block	p53 reactivation
Cc1occc1C(=O)N/N=C/c1c(O)ccc2ccccc12	-32%[inhibitor]	?	18µM*	?	-63%	2	?	4µM*	-38%[inhibitor]	11%	?
CCCCCCCOc1ccc(OC(=O)c2ccncc2)cc1	-3%	-2%	-5%	6%	-8%	8	26%	1%	-2%	1%	2%
CCC1Sc2ccc(S(=O)(=O)CCC(=O)N3CCc4ccccc43)cc2NC1=O (stereo not given)	-2%	-4%	0%	-3%	15%	4	-1%	0%	-5%	-4%	6%
CC(CC(=O)Nc1ccc2c(c1)OCCO2)c1ccccc1 (stereo not given)	?	?	-3%	?	0%	21	?	?	?	-15%	17%
Cc1c(C(=O)NC2CCCc3ccccc32)oc2ccc(S(=O)(=O)N3CCCCC3)cc12 (stereo not given)	-7%	3%	-1%	?	60%	1	7%	1%	0%	2%	-2%
O=C(COC(=O)CCC(=O)c1cccs1)NC(=O)c1ccc(OC(F)F)cc1	-6%	3%	-14%	-13%	5%	3	1%	24%	3%	-3%	-3%
CC(C)Nc1nc(NC(C)C)nc(SCCOC(=O)Nc2ccc(Cl)cc2Cl)n1	-3%	4%	-16%	-23%	-38%	-1	0%	14%	-13%	-3%	-1%
CCC1(c2ccccc2)NC(=O)N(CC(=O)NNC(=O)c2ccc(F)cc2)C1=O (stereo not given)	-2%	2%	.	-2%	-14%	0	1%	.	-5%	-3%	3%
CCCCOCP(=O)(CC)COCCCC	1%	1%	5%	-1%	-4%	1	-1%	-10%	-2%	1%	-1%
O=C(CNC(=O)c1ccc(OC(F)F)cc1)NCc1ccccn1	-3%	-2%	.	5%	-25%	-1	-6%	.	-2%	-5%	3%
Cc1cc(C)[n+]2n1C(=O)C(c1ccccc1)=C2[O-]	12%&-1%	-10%&-8%	3%&15%	?	0%&-40%	2&-2	4%&0%	-3%&30%	26%&4%	3%&1%	7%&24%
COc1ccc(-n2nc(C(=O)NCC(=O)NCc3ccc(F)cc3)c3ccccc3c2=O)c(OC)c1	-2%	5%	3%	-15%	-20%	0	3%	12%	1%	2%	4%
O=C(N/N=C/c1cccs1)/C(=C/c1ccccc1)NC(=O)c1ccccc1	-2%	-2%	?	-5%	-23%	4	-1%	11µM*	1%	14%	6%
CC(C)NC(=O)C1CCN(C2CCN(C(=O)c3scc4c3CCCC4)CC2)CC1	-1%	-1%	?	2%	-10%	2	-7%	?	-4%	1%	3%
COC(=O)CCCCCc1ccc(C(C)=O)s1	5%	-13%	-5%	29%	7%	7	1%	5%	0%	-6%	7%
Cc1csc(SCC(=O)Nc2cc(C(C)(C)C)nn2-c2ccccc2)n1	0%	3%	5%	?	12%	18	-13%	19%	0%	3%	-3%
O=C(O)c1cccc(COc2ccc3c(c2)CCC3)c1	3.5µM*	0.067µM*	6%	?	-96%[inhibitor]	-5	?	0%	3.2µM*	2%	-9%
CCNC(=S)NNC(=O)c1cccnc1	-4%	4%	-5%	12%	1%	-1	-4%	-2%	2%	-4%	-2%
CC(C#N)Sc1ncnc2sc3c(c12)CCC3 (stereo not given)	-1%	4%	2%	1%	8%	2	1%	35%	2%	0%	-8%
O=C1C2C3CC(C2C(=O)N1c1cccc(Cl)c1)[C@H](O)C3O (stereo not given in full)	-7%	7%	1%	-2%	0%	-2	0%	3%	-5%	-4%	0%
CCC(c1nnnn1C1CCCCC1)N1CCN(C2CCCC2)CC1 (stereo not given)	8%	0%	-3%	-10%	-32%	-3	1%	2%	0%	-8%	-14%
CCN1C(=O)C2(C(C#N)=C(N)Oc3c2c(C)nn3-c2ccccc2)c2ccccc21 (stereo not given)	-4%	-2%	?	3%	-2%	3	0%	?	0%	1%	13%
Cc1ccc(CCNC(=O)C2CCN(S(=O)(=O)c3ccc4nc5c(c(C(=O)O)c4c3)CCCC5)CC2)cc1	1%	-1%	2%	0%	2%	1	-1%	21%	1%	2%	3%
Cc1c(NC(=O)CSc2nncn2-c2ccccc2)c(=O)n(-c2ccccc2)n1C	1%	-5%	.	4%	5%	-2	0%	.	-4%	3%	-9%
